Bioassay records (PubChem)
CYP2C19 inh: blocks human cytochrome P450 2C19; P33261; CYP2C19 Supersomes, luciferin-H EGE luminescence, 30 min; inhibition, % at 5 µM; 21% of 96,000 active; AID 778;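 active means CYP2C19 inhibition above a set limit at 5 µM in the primary screen, cut at about 50% in these data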;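 further: plate controls were negative control wells for no effect and 2.5 mM tranylcypromine positive control for full effect; values of inactives mirror those of a sister screen read the other way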
S1P2 antag: S1P2 (human) receptor antagonism; cell-based S1P2 antagonist assay, inhibition at 5 uM; inhibition, % at 5 µM; 0.21% of 97,000 active; O95136; in the data active means inhibition above about 45%;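 further: CRE beta-lactamase reporter cells expressing human S1P2 stimulated with S1P; 0% = agonist at EC80 alone and 100% = agonist plus reference antagonist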
Target sequence (O95136 whole entry, looked up): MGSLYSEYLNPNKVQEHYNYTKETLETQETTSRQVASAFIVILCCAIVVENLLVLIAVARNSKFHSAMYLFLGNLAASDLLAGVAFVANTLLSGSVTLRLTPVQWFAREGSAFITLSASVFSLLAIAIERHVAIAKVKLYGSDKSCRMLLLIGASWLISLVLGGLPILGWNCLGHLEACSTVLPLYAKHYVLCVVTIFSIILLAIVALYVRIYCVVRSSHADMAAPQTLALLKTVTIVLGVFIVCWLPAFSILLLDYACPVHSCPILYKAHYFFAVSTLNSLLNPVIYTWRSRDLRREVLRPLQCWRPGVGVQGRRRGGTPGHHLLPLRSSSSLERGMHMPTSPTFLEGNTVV
PostGolgi ctrl: inhibits growth of the yeast control strain | inhibition, % at 10 µM | AID 738 | 5% of 98,000 active | efflux-deficient yeast background strain, growth absorbance A615, 16 h
DAT uptake mod: modulates human dopamine transporter uptake under cocaine. Q01959. LLC-PK1 hDAT cells, [14C]-dopamine uptake with cocaine IC80; actives deviate in either direction. B-score at 10 µM. 1.3% of 110,000 active. AID 449768;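 active means Z score or B-score, a plate-position-corrected score, falls beyond the plate's 99.7% confidence bounds, in either direction; inactive means both scores lie inside the 99.7% bounds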;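 further: scored against the spread of the other compound wells on the same plate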
CYP2C19 act: cytochrome P450 2C19 (human) activation. P33261. recombinant CYP2C19, luciferin-H EGE luminescence; stronger effect = higher value; 0 = fully inhibited enzyme, 1 = untreated enzyme. activation factor at 5 µM. 96,000 tested, under 10 active;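 active means activation factor of at least 2 at 5 µM in the primary screen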;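 further: 0 = wells with 2.5 mM tranylcypromine and 1 = vehicle-only wells; values of inactives mirror those of a sister screen read the other way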
sEH inh: soluble epoxide hydrolase (human) inhibition; P34913; recombinant human sEH enzymatic activity assay; inhibition, % at 2 µM; 0.34% of 91,000 active; in the data active means inhibition above about 80%; further: values of inactives mirror those of a sister screen read the other way; many of its hits are not listed in these tables
Target sequence (P34913 whole entry, looked up): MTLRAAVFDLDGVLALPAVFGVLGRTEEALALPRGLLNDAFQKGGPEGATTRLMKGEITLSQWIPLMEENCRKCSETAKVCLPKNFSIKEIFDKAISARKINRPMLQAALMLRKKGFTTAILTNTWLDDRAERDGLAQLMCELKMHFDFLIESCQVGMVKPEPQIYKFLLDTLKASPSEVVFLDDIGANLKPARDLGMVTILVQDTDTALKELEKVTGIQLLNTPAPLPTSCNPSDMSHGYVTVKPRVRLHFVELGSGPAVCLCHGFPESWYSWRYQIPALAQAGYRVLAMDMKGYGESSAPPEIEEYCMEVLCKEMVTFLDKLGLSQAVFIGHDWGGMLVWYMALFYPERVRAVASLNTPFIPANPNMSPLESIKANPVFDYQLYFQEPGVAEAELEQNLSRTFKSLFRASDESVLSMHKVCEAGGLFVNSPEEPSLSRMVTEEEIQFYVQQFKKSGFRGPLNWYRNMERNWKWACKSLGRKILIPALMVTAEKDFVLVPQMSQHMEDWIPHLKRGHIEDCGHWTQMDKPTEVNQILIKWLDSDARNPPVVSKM
S1P2 ag: activates the human S1P2 receptor | O95136 | S1P2-expressing cell line, agonist reporter read-out | activation, % at 4.5 µM | 0.46% of 97,000 active | AID 729; in the data active means activation above about 16%;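 further: 0% = vehicle low control and 100% = maximal reference agonist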
sEH act: increases human soluble epoxide hydrolase activity; 0.04% of 91,000 active; purified human sEH enzymatic activity, activator screen; activation, % at 2 µM; in the data active means activation above about 37%; further: values of inactives mirror those of a sister screen read the other way
PostGolgi yeast: growth inhibition of a yeast mutant, post-Golgi transport screen | post-Golgi transport phenotypic cell assay | inhibition, % at 10 µM | 0.9% of 98,000 active | AID 739;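 further: yeast cells grown in 1536-well plates; yeast grown about 18 h at 30C before absorbance read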
* = called active by the depositor; . = not tested or not shown. Unless noted, no stated cut-off is given here; in the data, active means inhibition above about 30%; inactive means the rest.

canonical_smiles	CYP2C19 inh	S1P2 antag	PostGolgi ctrl	DAT uptake mod	CYP2C19 act	sEH inh	S1P2 ag	sEH act	PostGolgi yeast
NC(=O)C1CC=CCC1C(=O)OCC(Cl)=C(Cl)Cl (centres undefined)	22	-24	9	0.023	0.8	7	1	-5	-2
CCOC(=O)c1ccc(NC(=O)C2(c3ccc(Cl)cc3)CCCC2)cc1	44	-12	-10	0.014	0.6	18	-7	-16	-11
CCOc1ccccc1C(=O)N1c2ccccc2Sc2ccccc21	87*	-26	42*	0.2	0.1	0	1	2	24
CCC(C)NC(=O)CC(c1ccc(OC)cc1)n1cccc1 (centres undefined)	28	-10	11	-0.76	0.7	-2	-1	1	6
CCOC(=O)COc1cc2c(C(=O)OCC)c(C)oc2cc1Br	30	-3	15	-0.011	0.7	-3	-1	5	2
COC(=O)c1ccc(C)c(NC(=O)c2nn(C)c(=O)c3ccccc23)c1	12	21	10	0.48	0.9	.	-4	.	18
Nc1nc(SCC(=O)N2CCCC2)[nH]c(=O)c1NC(=O)c1ccco1	-18	21	0	0.3	1.2	0	-4	-2	2
O=C(O)CCCCCNC(=O)c1ccc(Br)cc1	-9	-16	5	0.038	1.1	-10	-4	6	-3
CNCCOc1ccccc1-c1ccccc1	7	12	0	0.19	0.9	3	1	-4	23
CCc1ccc2nc(NC(=O)CSCc3c(C)noc3C)sc2c1	.	-2	.	-0.097	.	-13	-4	11	.
COC(=O)NNC(=O)c1cccc(C)c1	-6	-13	10	-0.54	1.1	8	-1	-8	2
O=C(Nc1ccc2c(c1)OCO2)C1CCN(C(=O)c2cccs2)CC1	15	.	11	0.11	0.9	.	.	.	1
COc1ccc(N2C(=O)CCC(C(C)=O)=C2C)cc1	24	7	0	-0.48	0.8	0	-6	-1	1
C/C(=N\NC(=O)c1c[nH]c2ccccc12)c1ccco1	33	-8	19	-0.017	0.7	-7	-3	3	3
CC1CCCCC1NC(=O)c1cncc(Br)c1 (centres undefined)	12	-2	16	-1.2	0.9	-2	-6	2	-20
O=C(COc1ccc(Cl)cc1)NC1CCSC1=O (centres undefined)	65*	6	2	0.78	0.3	-6	-4	6	3
CC(C)(C)c1ccccc1OCCCCN1CCCC1	32	-4	2	-1.4	0.7	4	2	-1	1
O=C(Nc1cccs1)NC1CCCC1	2	29	-3	2.2	1	16	-4	-16	13
CC12C(=O)N(c3ccccn3)C(=O)C1C1C=CC2C1 (centres undefined)	10	-24	24	-0.24	0.9	.	-1	.	19
COc1cccc(N2CC(C(=O)OC(C)C(=O)c3ccccc3)CC2=O)c1 (centres undefined)	24	-8	-1	-0.13	0.8	.	-5	.	-6
CCOC(=O)c1sc(NC(=O)/C=C/c2cnn(CC)c2C)c(C(=O)OCC)c1C	9	-8	26	0.00032	0.9	4	-2	-3	-6
COc1ccccc1C(OC(=O)c1cccs1)C(=O)NCc1ccco1 (centres undefined)	58*	-5	-5	-1.3	0.4	0	-5	-2	-1
COc1cccc(NC(=O)N2CCCC2C(=O)NC2CC2)c1 (centres undefined)	-12	1	0	0.53	1.1	7	-7	-7	12
Cc1ccc(-c2csc(N/N=C/C=C/c3ccccc3)n2)cc1	15	8	5	0.71	0.9	2	-3	-1	14
COc1ccc(C(C)=O)cc1CSc1nnc(-c2ccc(Cl)cc2)n1-c1ccccc1	50*	-11	26	-0.14	0.5	8	13	-9	-7
CCOC(=O)C1=C(C)NC(C)=C(C(=O)OCC)C1C1=COCCO1	89*	14	10	-0.074	0.1	1	-12	-1	4
O=C(c1ccco1)N1CCN(CC(=O)N2CCCc3c2c(=O)oc2ccc(O)cc32)CC1	-10	12	13	0.42	1.1	2	-3	-2	-5
COc1ccc(S(=O)(=O)N(Cc2ccccc2)Cc2nc3ccccc3c(=O)[nH]2)cc1	55*	-22	1	0.058	0.4	-2	-6	4	-2
COCCNC(=O)CN(Cc1ccc2c(c1)OCO2)C(=O)CCC(=O)Nc1nccs1	-3	12	6	0.4	1	-12	-3	10	-1
CCCCn1c(NC(C)=O)c(C#N)c2nc3ccccc3nc21	11	-1	7	-0.37	0.9	-7	0	5	-2

Part of the list above, set out differently.
compound: CC(C)(C)c1ccccc1OCCCCN1CCCC1
  CYP2C19 inh: 32 | S1P2 antag: -4 | PostGolgi ctrl: 2 | DAT uptake mod: -1.4 | CYP2C19 act: 0.7 | sEH inh: 4 | S1P2 ag: 2 | sEH act: -1 | PostGolgi yeast: 1
compound: COc1ccc(S(=O)(=O)N(Cc2ccccc2)Cc2nc3ccccc3c(=O)[nH]2)cc1
  CYP2C19 inh: 55* | S1P2 antag: -22 | PostGolgi ctrl: 1 | DAT uptake mod: 0.058 | CYP2C19 act: 0.4 | sEH inh: -2 | S1P2 ag: -6 | sEH act: 4 | PostGolgi yeast: -2
compound: COc1cccc(NC(=O)N2CCCC2C(=O)NC2CC2)c1 (centres undefined)
  CYP2C19 inh: -12 | S1P2 antag: 1 | PostGolgi ctrl: 0 | DAT uptake mod: 0.53 | CYP2C19 act: 1.1 | sEH inh: 7 | S1P2 ag: -7 | sEH act: -7 | PostGolgi yeast: 12
compound: COc1ccc(N2C(=O)CCC(C(C)=O)=C2C)cc1
  CYP2C19 inh: 24 | S1P2 antag: 7 | PostGolgi ctrl: 0 | DAT uptake mod: -0.48 | CYP2C19 act: 0.8 | sEH inh: 0 | S1P2 ag: -6 | sEH act: -1 | PostGolgi yeast: 1

Next part:
canonical_smiles	CYP2C19 inh	S1P2 antag	PostGolgi ctrl	DAT uptake mod	CYP2C19 act	sEH inh	S1P2 ag	sEH act	PostGolgi yeast
Cc1cc(=O)c2c(o1)CC(C)(C)CC2=O	-6	-14	6	-0.79	1.1	-12	0	10	19
COc1ccccc1C(=O)Nc1nnn(C)n1	8	3	10	0.06	0.9	.	-10	.	-6
O=C(CN1CCN(Cc2ccccc2)CC1)c1ccccc1	37	6	4	0.34	0.6	-2	-1	5	8
Cc1cc(C)nc(N(C#N)S(=O)(=O)c2ccccc2Cl)n1	.	4	4	0.76	.	5	-3	-2	2
CCCS(=O)(=O)c1nc(S(=O)(=O)c2ccc(C)cc2)c(NCCN2CCOCC2)s1	0	4	2	-1.7	1	-2	-2	3	-1
O=C(NNS(=O)(=O)c1ccc(Cl)cc1)c1cnn(-c2ccccc2)c1-n1cccc1	23	3	26	2.6	0.8	8	-3	-7	-2
CCCC(c1nnnn1Cc1ccccc1)N1CCN(c2ccccc2OC)CC1 (centres undefined)	57*	5	5	-0.85	0.4	.	-6	.	27
Cc1ccc(C)c(Oc2nnnn2-c2ccccc2)c1	93*	0	14	1.6	0.1	13	-5	-12	11
CC1=Nc2ccccc2/C1=C/c1sc(=O)n(CC(=O)N2CCCC2)c1O	39	-6	-4	0.02	0.6	0	-11	3	-7
CCOc1ccccc1NC(=O)Cc1ccccc1OC	58*	-7	5	-0.025	0.4	-13	-5	19	-5
O=C1c2ccccc2C(=O)N1CCc1nc2ccccc2c(=O)n1CCCn1ccnc1	50	-3	-4	-0.28	0.5	8	-6	-9	-5
O=C(c1cc(-c2ccco2)nn1-c1cccc(Cl)c1)N1CCCCC1	64*	2	9	0.46	0.4	-7	-4	8	-2
O=C(CSc1ncc(-c2ccccc2)[nH]1)Nc1cccc(O)c1	62*	2	-6	0.53	0.4	4	-10	-6	8
CCN(CC)c1ccc(/C=N/N2CCN(Cc3cccc4ccccc34)CC2)c(O)c1	0	-2	0	0.91	1	5	-2	-2	2
CSc1ccc(/C=C/C(=O)c2ccc(NC(=O)Cc3ccccc3)cc2)cc1	9	3	8	0.68	0.9	6	-3	-5	1
O=C(NC1CCCC1)c1cc(-c2cccs2)on1	35	0	-3	.	0.7	13	-6	-14	-10
N#C/C(=C/c1ccccc1)c1nn(CCO)c(N)c1C#N	94*	-6	19	0.1	0.1	-11	-5	14	-4
COc1ccc2[nH]c(=O)c(CN(C3CCCCC3)C(c3nnnn3Cc3ccco3)C(C)C)cc2c1 (centres undefined)	60*	11	2	.	0.4	-3	-5	2	4
Cc1ccc(C(C(=O)NCc2ccccc2)N(C(=O)c2csnn2)c2cccc3ccccc23)o1 (centres undefined)	47	7	12	1.7	0.5	6	-6	-8	6
O=P(c1ccc2c(c1)OCCO2)(N1CCOCC1)N1CCOCC1	21	-26	10	-0.07	0.8	3	-3	-4	-12
COc1ccc(C2CC(c3ccc(F)cc3)Nc3nc(N)nn32)cc1OC (centres undefined)	44	7	17	0.69	0.6	-9	-4	11	3
COc1cc2nc(C3CCC3)n(NC(=O)C3CCC3)c(=O)c2cc1OC	-14	14	13	0.51	1.1	-19	-6	15	3
O=S(=O)(Nc1cccc2nsnc12)c1ccccc1	71*	9	11	-0.012	0.3	1	-6	-1	-1
CCCc1nnc(SCc2ccc(C(=O)OC)o2)n1N	23	7	-2	-0.052	0.8	-8	1	13	-5
CCCCN(CCCC)CC1OCc2ccccc2CO1	10	-3	-1	0.072	0.9	7	-4	-7	4
O/N=C(\c1ccc(Cl)cc1Cl)c1ncc(C(F)(F)F)cc1Cl	93*	-8	59*	0.048	0.1	3	1	-4	0
COCc1cc(C)nc2sc3c(=O)n(-c4cccc5ccccc45)nnc3c12	24	-4	21	2.5	0.8	3	-3	-4	4
Cc1ccc(-c2noc(CCC(=O)Nc3cccc(C#N)c3)n2)cc1	24	1	18	-0.38	0.8	3	-1	0	-10
CCn1nc2cc(C(=O)NCCc3cccs3)ccc2c1OC	15	10	14	0.54	0.8	15	-7	-14	0
Cc1c(Cl)cccc1Nc1nc(N)nc(CSc2ncccn2)n1	52*	-2	18	1.6	0.5	7	-3	-6	-2
O=C(C1CC1)N1CCC(c2nc(-c3ccc(S(=O)(=O)NCC4CCCO4)cc3)no2)CC1 (centres undefined)	-15	31	-2	1.2	1.2	-25	-1	25	21
Cc1ccc(C(=O)NNC(=S)NC(=O)c2ccc(Cl)cc2)cc1	0	8	11	-1.7	1	12	-2	-12	-5

An excerpt of these results, field by field:
Compound: O=C(Nc1cccs1)NC1CCCC1
  CYP2C19 inh: 2
  S1P2 antag: 29
  PostGolgi ctrl: -3
  DAT uptake mod: 2.2
  CYP2C19 act: 1
  sEH inh: 16
  S1P2 ag: -4
  sEH act: -16
  PostGolgi yeast: 13

Compound: CCOc1ccccc1C(=O)N1c2ccccc2Sc2ccccc21
  CYP2C19 inh: 87*
  S1P2 antag: -26
  PostGolgi ctrl: 42*
  DAT uptake mod: 0.2
  CYP2C19 act: 0.1
  sEH inh: 0
  S1P2 ag: 1
  sEH act: 2
  PostGolgi yeast: 24
